RPL19A-GFP yeast: alters RPL19A-GFP fluorescence in TOR pathway yeast screen; S. cerevisiae RPL19A-GFP strain, flow cytometry, 3 h; hits give low values; percent response vs DMSO, % at 10 µM; 330,000 tested, 0.3% active; AID 2025;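 active = percent response vs DMSO below 50%; inconclusive = fewer than 70 events counted for the yeast strain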;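 note: median channel GFP fluorescence of the barcoded RPL19A-GFP strain; ratio of sample median GFP to plate DMSO average so 100% = DMSO; lower means less RPL19A-GFP as with rapamycin TOR inhibition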
CIT2 TOR yeast: yeast TOR pathway CIT2-GFP modulation. S. cerevisiae CIT2-GFP strain, flow cytometry, 3 h; 100 means same as DMSO wells. GFP response vs DMSO, % at 10 µM. 320,000 tested, 0.065% active. AID 2029;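 active = GFP response relative to DMSO above a set limit, near the screen mean plus 3 SD, cut at about 150% in these data; inconclusive = Fewer than 70 cells measured for a yeast strain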;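 note: ratio of well median GFP fluorescence to mean of DMSO wells on the plate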
GASC-1 inh: blocks human GASC-1 demethylase activity; GST-JMJD2C(1-420) H3K9me3 demethylation, DELFIA europium; 330,000 tested, 0.069% active; inhibition, % at 2.35 µM;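 active = more than half of a compound's replicate wells show inhibition beyond 50%, single wells judged on their own value; inconclusive = some, but no more than half, of replicates pass 50% inhibition; inactive = no replicate passes 50% inhibition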;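 note: signal counts dimethyl H3K9 product captured on neutravidin plate; 0% = median of DMSO wells and 100% = 0.3 times that DMSO median; strong numbers were not always called active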
Target sequence (Q9H3R0 1-420 limits assumed): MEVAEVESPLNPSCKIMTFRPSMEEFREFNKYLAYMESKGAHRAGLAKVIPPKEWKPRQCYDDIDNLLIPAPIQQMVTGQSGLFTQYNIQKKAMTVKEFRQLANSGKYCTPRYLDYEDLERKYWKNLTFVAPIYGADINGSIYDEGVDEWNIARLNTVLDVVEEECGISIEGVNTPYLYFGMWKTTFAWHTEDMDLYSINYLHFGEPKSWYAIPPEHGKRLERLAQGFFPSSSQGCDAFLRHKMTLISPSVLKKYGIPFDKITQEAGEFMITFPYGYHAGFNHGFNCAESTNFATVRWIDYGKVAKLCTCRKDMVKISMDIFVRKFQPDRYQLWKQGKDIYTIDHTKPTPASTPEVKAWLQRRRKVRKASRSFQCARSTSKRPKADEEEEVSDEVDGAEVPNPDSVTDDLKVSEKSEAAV
MEP2-GFP yeast: alters MEP2-GFP fluorescence in TOR pathway yeast screen | GFP response vs DMSO, % at 10 µM | AID 2016 | S. cerevisiae MEP2-GFP strain, flow cytometry GFP, 3 h; 100% = DMSO control level | 330,000 tested, 0.51% active;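 active = GFP response versus DMSO above a set limit, roughly screen mean plus 3 SD, cut at about 180% in these data; inconclusive = fewer than 70 cells counted for a yeast strain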;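 note: median GFP fluorescence of the barcode-gated MEP2-GFP cells per well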
LAP4-GFP MLPCN: alters LAP4-GFP fluorescence in TOR pathway yeast screen | S. cerevisiae LAP4-GFP multiplex, flow cytometry GFP, 3 h; median GFP as percent of DMSO wells | GFP response vs DMSO, % at 10 µM | 320,000 tested, 0.34% active | AID 2023;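 active = GFP response vs DMSO above a set limit, about the screen mean plus 3 SD, cut at about 150% in these data; inconclusive = under 70 cell events counted for the yeast strain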
AGP1-GFP MLPCN: modulators of TOR pathway AGP1-GFP in S. cerevisiae; S. cerevisiae AGP1-GFP multiplex flow cytometry, 3 h; GFP as percent of DMSO wells; AID 2066; 320,000 tested, 0.02% active; GFP response vs DMSO, % at 10 µM;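 active = GFP response relative to DMSO above a set limit, near screen average plus 3 SD, cut at about 150% in these data; inconclusive = fewer than 70 cells counted for the yeast strain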;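 note: median GFP channel fluorescence of the gated AGP1 strain per well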
VLA-4 inh: inhibition in a human VLA-4 binding assay. P13612. VLA-4 expressing cells, ligand binding flow cytometry. inhibition, % (about 7 µM as worked out from the volumes in the protocol). 330,000 tested, 0.2% active. AID 2557; in the data active = inhibition above about 50%
GRK2 aptamer HTS: inhibitors of human GRK2 displacing RNA aptamer; 330,000 tested, 0.59% active; inhibition of aptamer binding, % at 10 µM; AID 488847; P25098; bead flow cytometry, FAM-aptamer displacement from GRK2;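 active = inhibition of aptamer binding above 40%, roughly 3 SD of noise, on plates passing a quality check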;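 note: median bead fluorescence of bound FAM aptamer so fluorescent compounds give negative values; no value below 0 was filed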
Target sequence (P25098 whole entry, looked up): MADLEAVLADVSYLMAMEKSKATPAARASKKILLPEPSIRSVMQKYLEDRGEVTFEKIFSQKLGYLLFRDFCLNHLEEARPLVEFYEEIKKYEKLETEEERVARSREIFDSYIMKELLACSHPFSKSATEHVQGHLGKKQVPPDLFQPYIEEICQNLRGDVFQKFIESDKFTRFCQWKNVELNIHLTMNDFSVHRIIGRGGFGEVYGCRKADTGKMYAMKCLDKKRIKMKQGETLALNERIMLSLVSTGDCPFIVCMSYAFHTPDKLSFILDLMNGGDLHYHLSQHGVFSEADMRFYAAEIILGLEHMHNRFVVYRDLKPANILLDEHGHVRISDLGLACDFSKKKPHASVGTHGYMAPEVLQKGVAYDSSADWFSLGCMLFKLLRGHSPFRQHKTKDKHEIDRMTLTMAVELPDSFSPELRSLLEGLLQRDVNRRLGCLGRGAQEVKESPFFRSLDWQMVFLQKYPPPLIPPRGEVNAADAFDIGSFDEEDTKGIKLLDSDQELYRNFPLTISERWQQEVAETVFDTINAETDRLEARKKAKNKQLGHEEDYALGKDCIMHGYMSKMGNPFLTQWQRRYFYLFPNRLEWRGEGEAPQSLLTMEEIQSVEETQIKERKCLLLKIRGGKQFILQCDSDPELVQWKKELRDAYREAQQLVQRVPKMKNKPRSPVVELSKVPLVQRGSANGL
* hit, by the source's call; ? = inconclusive; . = not tested or not shown; & = joins results of further samples; [ ] = remark or other dose.

SMILES | RPL19A-GFP yeast | CIT2 TOR yeast | GASC-1 inh | MEP2-GFP yeast | LAP4-GFP MLPCN | AGP1-GFP MLPCN | VLA-4 inh | GRK2 aptamer HTS
CC(=O)CSc1nc2c(c(=O)[nH]c(=O)n2C)n1Cc1ccccc1Cl | 102 | 104 | 2 | 108 | 99 | 98 | -8 | 0
O=C(CSc1ncn[nH]1)Nc1nsc(-c2ccccc2)n1 | 96[may fluoresce violet] | ? | -7 | 131[may fluoresce violet] | 90[may fluoresce violet] | 21[may fluoresce violet] | 21 | 4
O=C(CCl)Nc1cccc(Oc2cnccn2)c1 | 104 | 109 | 5 | 107 | 95 | 102 | 4 | 1
CN(CCCNC(=O)C1CCC(=O)N1Cc1ccc(F)cc1)c1ccccc1 (stereo not drawn) | 92 | 85 | 2 | 101 | 94 | 95 | 31 | 0
Cc1cccc(OC(C)C(=O)Nc2ccc(S(=O)(=O)N3CCCC3)cc2)c1 (stereo not drawn) | 105 | 100 | 69 | 106 | 71 | 84 | 6 | 1
O=C(COC(=O)COc1ccc(Cl)cc1Br)NC1CC1 | 97 | 100 | -3 | 99 | 92 | 100 | -4 | 0
O=C(O)Cn1nnnc1SCC(=O)Nc1ccccc1F | 100 | 93 | 7 | 102 | 99 | 96 | -1 | 1
O=C1C(=O)N(CC2CCCO2)C(c2ccco2)/C1=C(/O)c1ccc(F)cc1 (stereo not drawn) | 98 | 103 | 1 | 97 | 105 | 105 | -8 | 3
COC(=O)c1nc(NC(=O)c2ccc(Cl)cc2)n[nH]1 | 102 | 99 | 5 | 106 | 136 | 101 | 10 | 0
O=C(NNC(=S)Nc1ccccc1)c1ccco1 | 97 | 99 | 9 | 101 | 91 | 99 | 3 | 4
COC(=O)c1cc(S(=O)(=O)Nc2cccc(S(N)(=O)=O)c2)oc1C | 101 | 106 | 11 | 92 | 107 | 102 | -24 | 0
O=C(NCc1cccnc1)C1c2ccccc2C(=O)N1Cc1ccco1 (stereo not drawn) | 97 | 102 | 70 | 100 | 101 | 97 | 0 | 5
N#Cc1ccc(COC(=O)C2CCC(=O)N2)cc1 (stereo not drawn) | 97 | 81 | 8 | 89 | 88 | 95 | 12 | 1
N#Cc1cnn(Cc2ccccc2)c1N | 97 | 104 | -10 | 99 | 99 | 100 | 3 | 0
COc1ccc(O)c(-c2cc(-c3ccccc3[N+](=O)[O-])[nH]n2)c1 | 96 | 95 | 0 | 103 | 90 | 90 | 4 | 1
Cc1c(Br)ccc(NC(=O)Cn2nc(-c3cccs3)ccc2=O)c1C | 100 | 98 | 7 | 106 | 92 | 94 | 17 | 0
Cc1cc(C(=O)NC2CCCCCC2)c2ccccc2n1 | 101 | 119 | 2 | 104 | 90 | 102 | 11 | 4
COCCCn1c(C)nnc1SCC(=O)Nc1cccc(C)c1 | 105 | 102 | 28 | 105 | 95 | 106 | 3 | 3
COc1cccc(CC(=O)N2CCN(S(=O)(=O)c3ccc(Br)cc3)CC2)c1 | 101 | 98 | 4 | 96 | 102 | 103 | 8 | 0
O=C(NCCc1c[nH]c2ccccc12)c1ccc(Cl)cc1 | 95 | 87 | 15 | 90 | 103 | 95 | -8 | 0
COc1ccc(-c2c(-c3cc(OC)cc(OC)c3)n(C)c3ccc(-c4cnc(OC)nc4)cc23)cc1 | 109 | 75 | 2 | 94 | 85 | 82 | 21 | 0
COc1ccc(C(CNC(=O)CN2C(=O)NC3(CC(C)CC(C)(C)C3)C2=O)N2CCOCC2)cc1 (stereo not drawn) | 97 | 90 | -3&5 | 99 | 93 | 97 | 12 | 0
Cc1c(OCC(=O)NCCCN2CCCC2=O)ccc2c3c(c(=O)oc12)CCCC3 | 84 | 84 | ? | 95 | 88 | 53 | 7 | 0
CC1CN(CC(=O)Nc2cc(S(=O)(=O)N3CCCC3)ccc2Cl)CC(C)O1 (stereo not drawn) | 104 | 104 | 6 | 110 | 105 | 105 | 3 | 7
CSc1cccc(N2CC(C(=O)N(CC(C)C)c3c(N)n(Cc4ccccc4)c(=O)[nH]c3=O)CC2=O)c1 (stereo not drawn) | 98 | 103 | 8 | 108 | 108 | 103 | 17 | 5
c1ccc(Cn2ncc3c(Nc4ccccc4)ncnc32)cc1 | 92 | 83 | -6 | 103 | 110 | 92 | 17 | 4
CCOc1ccc(C=NNc2ccc(S(=O)(=O)Nc3ccccc3C(=O)O)cc2[N+](=O)[O-])cc1OC | 99 | 94 | . | 99 | 97 | 98 | 14 | 1
COc1ccc(S(=O)(=O)NC(CC(=O)NCc2ccccc2OC)c2ccco2)cc1 (stereo not drawn) | 98 | 101 | 1 | 106 | 104 | 111 | 10 | 1
Cc1ccc(S(=O)(=O)N(C)c2ccc(OCC(=O)NCC3(N(C)C)CCCCC3)cc2)cc1 | 101 | 106 | -2 | 97 | 107 | 107 | -5 | 1
COC(=O)c1c(C)noc1-c1snnc1C | 97 | 98 | -3 | 104 | 109 | 110 | 4 | 5
COc1ccc(C(=O)O/N=C(\N)c2ccccc2)cc1OC | 109 | 101 | -4 | 106 | 112 | 91 | -4 | 1
Cc1cccc(N(CC(=O)NC2CC2)S(=O)(=O)c2ccc(Cl)cc2)c1 | 100 | 109 | 3 | 97 | 76 | 91 | 3 | 0
N#CC1(C#N)C(C(=O)C23CC4CC(CC(C4)C2)C3)C12CCOCC2 (stereo not drawn) | 97 | 98 | 1 | 98 | 109 | 100 | -15 | 1
CCC(C)NC(=O)COc1ccc(Br)c(C)c1 (stereo not drawn) | 98 | 103 | 8 | 103 | 93 | 104 | 5 | 0
COC(=O)c1ccc(C(=O)OC)c(NC(=S)N2CC(C)CC(C)C2)c1 (stereo not drawn) | 104 | 106 | -1 | 109 | 102 | 107 | -4 | 2
CCOc1ncccc1C(=O)OCC(=O)N1CCc2ccccc21 | 104 | 98 | -6 | 99 | 96 | 102 | 0 | 2
Cc1ccc2[nH]c(O)c(N=O)c2c1 | 103 | 85 | 1 | 99 | 108 | 109 | -4 | 0
CC1CCC2(CC1)NC(=O)N(CC(=O)Nc1ccc(N3CCOCC3)cc1)C2=O (stereo not drawn) | 107 | 107 | -3 | 107 | 95 | 104 | -1 | 0
COc1ccccc1Oc1ccc(S(=O)(=O)N2CCCCC2C)cc1 (stereo not drawn) | 92 | 89 | 7 | 91 | 81 | 85 | 5 | 0
Cc1c(NC(=O)c2ccc3c(c2)OCO3)cccc1-c1nc2ccccc2o1 | 97 | 86 | -1 | 92 | 103 | 96 | 13 | 0

11 entries from above, reformatted:
Values in the order: RPL19A-GFP yeast	CIT2 TOR yeast	GASC-1 inh	MEP2-GFP yeast	LAP4-GFP MLPCN	AGP1-GFP MLPCN	VLA-4 inh	GRK2 aptamer HTS
COc1ccc(-c2c(-c3cc(OC)cc(OC)c3)n(C)c3ccc(-c4cnc(OC)nc4)cc23)cc1
  109	75	2	94	85	82	21	0
COc1ccc(C(CNC(=O)CN2C(=O)NC3(CC(C)CC(C)(C)C3)C2=O)N2CCOCC2)cc1 (stereo not drawn)
  97	90	-3&5	99	93	97	12	0
Cc1c(OCC(=O)NCCCN2CCCC2=O)ccc2c3c(c(=O)oc12)CCCC3
  84	84	?	95	88	53	7	0
CC1CN(CC(=O)Nc2cc(S(=O)(=O)N3CCCC3)ccc2Cl)CC(C)O1 (stereo not drawn)
  104	104	6	110	105	105	3	7
CSc1cccc(N2CC(C(=O)N(CC(C)C)c3c(N)n(Cc4ccccc4)c(=O)[nH]c3=O)CC2=O)c1 (stereo not drawn)
  98	103	8	108	108	103	17	5
c1ccc(Cn2ncc3c(Nc4ccccc4)ncnc32)cc1
  92	83	-6	103	110	92	17	4
CCOc1ccc(C=NNc2ccc(S(=O)(=O)Nc3ccccc3C(=O)O)cc2[N+](=O)[O-])cc1OC
  99	94	.	99	97	98	14	1
COc1ccc(S(=O)(=O)NC(CC(=O)NCc2ccccc2OC)c2ccco2)cc1 (stereo not drawn)
  98	101	1	106	104	111	10	1
Cc1ccc(S(=O)(=O)N(C)c2ccc(OCC(=O)NCC3(N(C)C)CCCCC3)cc2)cc1
  101	106	-2	97	107	107	-5	1
COC(=O)c1c(C)noc1-c1snnc1C
  97	98	-3	104	109	110	4	5
COc1ccc(C(=O)O/N=C(\N)c2ccccc2)cc1OC
  109	101	-4	106	112	91	-4	1

Some entries already given with just VLA-4 inh and AGP1-GFP MLPCN.
SMILES,VLA-4 inh,AGP1-GFP MLPCN
CC1CCC2(CC1)NC(=O)N(CC(=O)Nc1ccc(N3CCOCC3)cc1)C2=O (stereo not drawn),-1,104
COc1ccccc1Oc1ccc(S(=O)(=O)N2CCCCC2C)cc1 (stereo not drawn),5,85
Cc1c(NC(=O)c2ccc3c(c2)OCO3)cccc1-c1nc2ccccc2o1,13,96

Other compounds follow:
SMILES | RPL19A-GFP yeast | CIT2 TOR yeast | GASC-1 inh | MEP2-GFP yeast | LAP4-GFP MLPCN | AGP1-GFP MLPCN | VLA-4 inh | GRK2 aptamer HTS
O=C(Cn1nc(-c2ccccc2)ccc1=O)N1CCOCC1 | 96 | 94 | -17 | 88 | 82 | 90 | 26 | 0
Nc1ccn([C@@H]2O[C@H](CO)[C@@H](O)C2O)c(=O)n1 (stereo partly drawn) | 100 | 100 | -1 | 99 | 105 | 103 | 22 | 3
O=C(NNc1ccc(Cl)nn1)c1ccc(Cl)cc1 | 104 | 95 | -2 | 104 | 100 | 102 | 4 | 2
Cc1ccc(S(=O)(=O)N(C)C)cc1NC(=O)CN1c2cccc3cccc(c23)S1(=O)=O | 98 | 96 | -5 | 95 | 101 | 100 | 10 | 4
CCOC(=O)NC(=O)/C(C#N)=C(/C)N(C)C | 94 | 108 | 0 | 97 | 97 | 98 | -3 | 0
CC(=O)N1CCN(C(=O)c2ccc3c(c2)S(=O)(=O)c2ccccc2C3=O)CC1 | 99 | 113 | 12 | 101 | 98 | 97 | -7 | 4
CC(=O)c1cccc(NC(=O)c2ccc(N(C)S(=O)(=O)c3ccc(C)cc3)cc2)c1 | 86 | 90 | -6 | 91 | 94 | 91 | 2 | 1
COC(=O)c1ccc(NC(=O)c2ccc(C)cc2)o1 | 109 | 108 | -1 | 109 | 112 | 102 | 8 | 1
CCOc1ccccc1C(=O)NCC(=O)N1CCN(Cc2ccc3c(c2)OCO3)CC1 | 102 | 93 | -8 | 103 | 103 | 105 | 2 | 4
CCOc1cc(S(=O)(=O)Nc2ccccn2)ccc1F | 100 | 108 | -1 | 96 | 97 | 107 | 3 | 0
O=c1c2ccccc2[nH]c(=S)n1CCc1ccccc1 | 102 | 100 | 2 | 108 | 96 | 94 | -6 | 0
O=C(O)c1ccccc1/C=N/NC(=S)NCc1ccccc1 | 97 | 110 | 0 | 100 | 107 | 107 | 21 | 4
CC(NC(=O)C(C)N1C(=O)c2ccccc2C1=O)c1ccccc1 (stereo not drawn) | 101 | 101 | 12 | 98 | 106 | 102 | 13 | 0
CC(C)(c1ccccc1)c1ccc(OCC(O)CNC2CCN(Cc3ccccc3)CC2)cc1 (stereo not drawn) | 95 | 95 | 5 | 99 | 97 | 96 | 36 | 0
O=C(Nc1ccc(NC(=O)c2cccnc2Cl)cc1)c1cccc(Cl)c1 | 93 | 105 | -13 | 100 | 78 | 91 | 14 | 0

Screens: PubChem BioAssay, several laboratories
